Assay outcomes as filed in PubChem.
12-LOX inh: ALOX12 (human) lipoxygenase inhibition. P18054. purified 12hLO, xylenol orange hydroperoxide absorbance. Potency, µM (top dose mostly 108 µM), inactives show at the top dose activity change, negative = inhibition, actives largely listed as inhibitors. 580,000 tested, 1.1% active. AID 1671190; active = well fitted inhibition curve with a large enough effect; inconclusive = small, poorly fitted or top-dose-only effect, or another doubt; inactive = no such curve, though single readings can be large or run the other way
Target sequence (P18054 whole entry, looked up): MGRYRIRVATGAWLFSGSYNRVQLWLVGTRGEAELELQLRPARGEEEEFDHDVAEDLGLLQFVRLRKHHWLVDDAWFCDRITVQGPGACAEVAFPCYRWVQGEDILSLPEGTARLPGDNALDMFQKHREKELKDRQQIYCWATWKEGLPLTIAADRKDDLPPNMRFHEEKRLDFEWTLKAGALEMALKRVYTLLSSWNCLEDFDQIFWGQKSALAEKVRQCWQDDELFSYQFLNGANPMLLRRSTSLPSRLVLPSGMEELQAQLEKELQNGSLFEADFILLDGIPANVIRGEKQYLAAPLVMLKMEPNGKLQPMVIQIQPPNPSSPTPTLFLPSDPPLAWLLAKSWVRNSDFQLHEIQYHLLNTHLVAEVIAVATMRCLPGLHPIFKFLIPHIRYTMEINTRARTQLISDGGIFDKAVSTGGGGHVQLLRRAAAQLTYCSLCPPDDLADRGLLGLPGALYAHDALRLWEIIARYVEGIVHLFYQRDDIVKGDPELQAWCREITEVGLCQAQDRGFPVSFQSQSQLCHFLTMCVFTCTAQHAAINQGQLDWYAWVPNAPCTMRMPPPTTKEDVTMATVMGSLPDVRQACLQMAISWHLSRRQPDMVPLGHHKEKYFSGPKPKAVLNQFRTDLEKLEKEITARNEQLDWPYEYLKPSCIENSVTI
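Purified human 12hLO (150 nM final) in 25 mM Hepes, 0.01% Triton X-100, pH 7.0 was preincubated 15 min at room temperature with compound. Then 40 uM arachidonic acid was added, 30 min. Hydroperoxide was read by Fe-XO absorbance ratio 573/405 nm.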
* marks the source's active call; other numbers are inactive results; u = inconclusive; & = joins results of further samples; [ ] = dose if it differs, or a comment. % is scaled to controls: 0 for no effect and ±100 for the full control effect; potency is read from the fitted curve at half-maximal effect. Not all compounds are listed. The share of hits here may be higher or lower than overall.

SMILES | 12-LOX inh
CC(C)Cc1ccc(-c2cnc(CCC(=O)NC(C)c3ccc4c(c3)NC(=O)CO4)o2)cc1 (stereo not given) | -3.9%
Cc1ccc(S(=O)(=O)N2C3CC(c4ccccc4)N(S(=O)(=O)c4ccccc4Cl)CC3C(=O)C[C@H]2c2ccccc2)cc1 (stereo not given in full) | -2.9%
Cc1noc(C)c1CS(=O)(=O)c1cc(Cl)ccc1Cl | 7.1%
O=C(Nc1cccc(C(F)(F)F)c1)C1C2C3CCC(C3)C12 (stereo not given) | -8.5%
CCOC(=O)Cn1c(=O)c2c3c(sc2n(CCN(C)C)c1=O)CC(C)CC3 (stereo not given) | 10.4%
Cc1ccc(N(C(C)C(=O)Nc2ccc(C)c(Cl)c2)S(C)(=O)=O)cc1C (stereo not given) | -21.7%
Cc1ccc(-n2ncc(C(=O)NC3CCCCC3)c2N)cc1 | -24.0%
CN(C)c1ccc(CC(=O)N2CCCC(c3cc(C(=O)Nc4ccc5c(c4)OCO5)no3)C2)cc1 (stereo not given) | -4.5%
O=C1CSc2ccc(C(=O)Nc3ccc4c(c3)OCCO4)cc2N1 | u
N#CCCn1nc(-c2ccc(F)cc2)c2ccccc2c1=O | 6.7%
CCCc1ncc(C(O)c2ccc(OC)c(OC)c2)n1C (stereo not given) | -9.9%
CCOc1cccc(CN2CCC3(CC2)CN(C)CC3COC)c1 (stereo not given) | 72.4%[activator]
Cc1cc(N2C(=O)C(=O)/C(=C(/O)c3ccc(Br)cc3)C2c2cccc(O)c2)no1 (stereo not given) | u
O=C(Nc1ccc2oc(-c3ccncc3)nc2c1)c1cc(Cl)ccc1Cl | 6.6%
CS(=O)(=O)Nc1ccccc1CNC(=O)CCS(=O)(=O)C1CCCC1 | -27.1%
COc1ccccc1[C@@H]1CN(C(=O)c2cc(C(C)C)[nH]n2)C[C@H]1C(=O)O | -17.9%
O=C(O)c1ccc(CN2C[C@H](O)C[C@H]2c2nc(C3CC3)no2)cc1 | 8.0%[176 µM]
CC(=O)NC(C)(c1ccccc1)c1nc(-c2cc(F)cc(F)c2)cs1 (stereo not given) | 3.5%
O=C(NC1C[C@H]2CC[C@@H](C1)N2C(=O)COc1ccccc1)c1ccncc1 (stereo not given in full) | -3.9%
O=C(c1cccc(OC2CN(C3CCN(Cc4ccccc4)CC3)C2)c1)N1CCOCC1 | 25.6%
OCCN1CCN(c2ncnc3c2ncn3[C@H]2CN(Cc3ccco3)C[C@@H](CO)O2)CC1 | -24.6%
COc1ccc(NC(=O)C2CCCN(c3cnn(C)c(=O)c3)C2)cc1 (stereo not given) | 30.2%[activator]
O=c1n(CC2CC2)nc2n1CCC(NS(=O)(=O)Cc1ccccc1)CC2 (stereo not given) | 2.2%
CCCc1nc2ccc(C(=O)OC)cn2c1Cc1cccc(F)c1 | -28.5%
COc1ccc(S(=O)(=O)N2CCCN(C)c3ccccc32)cc1Cl | u
Cc1ocnc1C(=O)N1CCC2(CCC(=O)N(CC(C)O)C2)CC1 (stereo not given) | 49.9%[activator]
COc1ccccc1NC(=O)N1CCN2C(=O)NC[C@H]2C1 | 39.0%[activator][176 µM]
Fc1ccc(/C=N/N=C/c2ccc(F)cc2F)c(F)c1 | 61.1%[activator]
COc1cc2c(cc1OC)CN(CCc1ccc(NC(=O)c3cc(OC)c(OC)cc3NC(=O)c3cnc4ccccc4c3)cc1)CC2 | -33.0%[57.4 µM]
CCOc1ccccc1C1NC(=O)N(CC(=O)Nc2c(C)cc(C)cc2C)C2=C1C(=O)OC2 (stereo not given) | 10.4%
COc1ccc(-c2onc(C)c2C(=O)NCCc2cccc(OC)c2)cc1 | 34.9%[activator]
Cc1ccc2[nH]nc(C(=O)N3CCOc4ccc(CN5CCc6sccc6C5)cc4C3)c2c1 | 50.4%[activator]
Cc1ccsc1C(=O)NCCC1CCN(C(=O)Nc2ccccc2)CC1 | 16.1%
Cn1cc(CN2C[C@H](C(=O)Nc3ccncn3)C[C@@H]2c2cccc(C(F)(F)F)c2)cn1 | -0.9%[176 µM]
CCC(=O)OC1=C(C(C)=O)N(C(C)C)S(=O)(=O)c2ccccc21 | -25.6%
Cc1ccc(-c2cc(O)c3c(c2)CNCCO3)cc1 | 13.3%
CN1C[C@@H](NS(=O)(=O)c2ccccc2)C[C@H]1c1nc(-c2ccc(F)cc2)no1 | 6.3%[176 µM]
O=C1NCCCCCCN(C(=O)COc2ccccc2)[C@H]2C[C@H](c3nc(-c4cnccn4)no3)C[C@@H]12 | 31.6%
CN(CC1CCOCC1)C(=O)c1ccc(Br)cc1 | 42.7%[activator]
COc1ccc(CNC(=O)Cn2ccn3nc(-c4ccccc4)c(CO)c3c2=O)cc1OC | 29.3%
O=C(O)c1ccc(=O)oc1 | u
Clc1ccc(-c2cnc3n2C[C@H](CNCc2cccnc2)OC3)cc1 | 37.8%[activator][176 µM]
Cc1nccn1CCC(=O)NC1CCCc2c1cnn2-c1ccc(C(C)(C)C)cc1 (stereo not given) | -20.8%
CC(=O)c1c(OS(=O)(=O)c2ccccc2-c2ccccc2)ccc2c(C)cc(=O)oc12 | u
Cc1cn(CC(=O)NC2CCOC3(CCOCC3)C2)c(=O)[nH]c1=O (stereo not given) | u
CC(OCC(O)CN1CCN(S(=O)(=O)c2ccc(Cl)cc2)CC1)c1ccc(Cl)cc1 (stereo not given) | u
COCCn1c(C)cnc1CCNS(=O)(=O)c1c(C)noc1C | -5.2%
CCCCCCCCS(=O)(=O)CCO | 18.0%
NCc1ccccc1-c1cc(F)cc(F)c1 | -0.8%[12.5 µM]
CN(C)CCCn1c(=O)n(-c2ccc(Cl)cc2)c(=O)c2c3c(sc21)CN(C)CC3 | -24.6%
Cc1oc(-c2cccs2)nc1CC(=O)Nc1cccc(C(=O)N(C)C)c1 | 15.9%
Cn1c(=O)c2c(nc(N)n2CC(O)COc2ccccc2)n(C)c1=O (stereo not given) | 6.0%
Cc1cc(F)ccc1S(=O)(=O)Nc1ccc(N2CCCC2)c(F)c1 | 3.98µM*
O=C(COc1ncnc2c1cnn2-c1ccccc1)NC1CCS(=O)(=O)C1 (stereo not given) | 22.3%
NCCC(=O)NC1CCCc2c1cnn2-c1ccc(F)cc1F (stereo not given) | u
CN1CC(=O)N(C2CCCNCC2)Cc2c(NCCc3ccccn3)ncnc21 (stereo not given) | -23.9%[6.33 µM]
O=C(Nc1ccc(F)cc1)N1CCCC(Cn2c(C3CC3)nc3cccnc32)C1 (stereo not given) | 5.0%
O=C(COC(=O)c1ccc2ccccc2n1)Nc1ccc(F)c(F)c1 | -27.4%
CN1CC(=O)N(C2CCCNCC2)Cc2c1ncnc2N1CCCC(O)C1 (stereo not given) | u
CN1C(C(=O)NC2CCCCC2)=CC(c2cccs2)=NS1(=O)=O | 1.0%

(cont.)
SMILES | 12-LOX inh
CCOC(=O)c1oc2cc(OC(=O)c3ccco3)ccc2c(=O)c1-c1ccc(Br)cc1 | 42.0%
COc1ccc(S(=O)(=O)N2CCc3c(C(=O)NCCc4ccccn4)cccc32)cc1 | 15.5%
Cc1cccc(-n2nc(-c3c(C)nc4scc(CC(=O)NCc5ccccc5)n4c3=O)cc2C)c1 | -1.1%
Cn1nc(-c2nncn2CC2CC2)c2c1CCN(C(=O)c1n[nH]c3ccccc13)C2 | 32.7%[activator]
O=C(COc1ccccc1)Nc1cnc(-c2cccc(Cl)c2)nc1 | 12.9%
CCOc1ccc(-c2cc3c(=O)n(CC(O)c4ccc(C(C)C)cc4)ccn3n2)cc1 (stereo not given) | 21.5%
CCCS(=O)(=O)N1CCC(c2noc(-c3cccnc3)n2)C1 (stereo not given) | 22.2%
Cn1nccc1CN1CCC2(C1)C(=O)N(CCc1ccccc1)c1ccccc12 (stereo not given) | 15.4%&0.5%
O=C(NCc1cccnc1)c1cnc2c(c1)N([S+](=O)([O-])c1cccnc1)CCC2 | u
O=C(CCc1nc2sc3c(c2c(=O)[nH]1)CCCC3)N1CCCCC1 | 15.5%
COc1ccc(CN2C(=O)CCC2(C)c2nnnn2Cc2ccccc2)cc1OC (stereo not given) | u
COc1ccccc1-c1cnc(C(O)c2cccc(C)c2C)[nH]1 (stereo not given) | 2.9%
CCNc1nc(-c2ccc3c(c2)CCC(=O)N3)cs1 | 20µM*
O=C(CSc1nnc(-c2ccc(Cl)cc2)n1CC1CCCO1)Nc1ccccc1 (stereo not given) | 5.4%
Cc1cccc(OCC2CCCN(C(=O)c3sc(C(C)C)nc3C)C2)c1 (stereo not given) | -12.4%
COc1ccc(NC(=O)Cn2c(-c3ccc(Cl)cc3)nc(C)c(CCO)c2=O)cc1OC | 10.5%
Cc1ccc(CN2CC[C@H](CNC(=O)C3CC3)[C@H](N(C)C)C2)s1 | 29.6%
CCc1ccc(N2C=C(C(=O)OC)C(c3cccc4ccccc34)C(C#N)=C2N)cc1 (stereo not given) | u
CCN1CCN(c2nc3c(s2)CN(C(=O)Cc2cccnc2)CC3)CC1 | 36.8%[activator]
O=C(CN1C(=O)NC2(CCCCC2)C1=O)Nc1cccc(C(F)(F)F)c1 | 11.3%
Cc1ccc(S(=O)(=O)N2CC(c3noc(-c4cccnc4)n3)C2)cc1Cl | -2.4%
O=C(Cc1c[nH]c2ccccc12)NCCc1c[nH]c2ccc(F)cc12 | u
Cc1cc2nc(-c3nnnn3C3CCCCC3)c(=O)[nH]c2cc1C | u
COCc1cc(N2CCN(C(=O)OC(C)(C)C)C[C@H]2C)ccc1N1CC[C@H](O)C1 | -21.8%
CCOc1cccc(CNCc2cccs2)c1OCc1ccccc1 | -17.3%
Cn1c([C@H]2CCN(C(=O)c3cccnc3)C2)nc2ccccc21 | -13.3%[176 µM]
COc1ccc(CNC(=O)/C=C/[C@H]2O[C@@H](n3cc(C)c(=O)[nH]c3=O)C[C@@H]2O)cc1 | 0.3%
CN(C)S(=O)(=O)N1CCCC(c2nc(-c3cnccn3)no2)CCNC(=O)CC1 (stereo not given) | 8.3%
C[C@H]1COc2cccc(N3CCN(Cc4ccccc4F)CC3)c2S(=O)(=O)N1 | -34.6%
NC(c1csc(Nc2cc(Oc3ccccc3)ncn2)n1)C1CCCCC1 (stereo not given) | u
COC(=O)CCNC(=O)N1CCc2[nH]cnc2C1c1ccc(Br)cc1 (stereo not given) | 1.4%
C=CCCC(CN1CCCOCC1)Oc1cc(CCC)nc(C)n1 (stereo not given) | 12.7%
COc1ccc(Br)cc1COc1ccc(C#N)cc1 | -30.8%
NS(=O)(=O)CCCC(=O)N1CCC(c2ncc[nH]2)CC1 | u
COC(=O)CC(NC(=O)c1cccc(F)c1)c1ccc(OC)c(OC)c1 (stereo not given) | u
Nc1[nH]c(C(=O)c2ccc(Br)cc2)c(-c2ccc(Br)cc2)c1C(=O)NCc1ccc(-c2ccccc2)cc1 | -14.9%

Another view of part of the listing above:
| SMILES | 12-LOX inh |
| --- | --- |
| O=C(CN1C(=O)NC2(CCCCC2)C1=O)Nc1cccc(C(F)(F)F)c1 | 11.3% |
| Cc1ccc(S(=O)(=O)N2CC(c3noc(-c4cccnc4)n3)C2)cc1Cl | -2.4% |
| O=C(Cc1c[nH]c2ccccc12)NCCc1c[nH]c2ccc(F)cc12 | u |
| Cc1cc2nc(-c3nnnn3C3CCCCC3)c(=O)[nH]c2cc1C | u |
| COCc1cc(N2CCN(C(=O)OC(C)(C)C)C[C@H]2C)ccc1N1CC[C@H](O)C1 | -21.8% |
| CCOc1cccc(CNCc2cccs2)c1OCc1ccccc1 | -17.3% |
| Cn1c([C@H]2CCN(C(=O)c3cccnc3)C2)nc2ccccc21 | -13.3%[176 µM] |
| COc1ccc(CNC(=O)/C=C/[C@H]2O[C@@H](n3cc(C)c(=O)[nH]c3=O)C[C@@H]2O)cc1 | 0.3% |
| CN(C)S(=O)(=O)N1CCCC(c2nc(-c3cnccn3)no2)CCNC(=O)CC1 (stereo not given) | 8.3% |
| C[C@H]1COc2cccc(N3CCN(Cc4ccccc4F)CC3)c2S(=O)(=O)N1 | -34.6% |
| NC(c1csc(Nc2cc(Oc3ccccc3)ncn2)n1)C1CCCCC1 (stereo not given) | u |
| COC(=O)CCNC(=O)N1CCc2[nH]cnc2C1c1ccc(Br)cc1 (stereo not given) | 1.4% |
| C=CCCC(CN1CCCOCC1)Oc1cc(CCC)nc(C)n1 (stereo not given) | 12.7% |
| COc1ccc(Br)cc1COc1ccc(C#N)cc1 | -30.8% |
| NS(=O)(=O)CCCC(=O)N1CCC(c2ncc[nH]2)CC1 | u |
| COC(=O)CC(NC(=O)c1cccc(F)c1)c1ccc(OC)c(OC)c1 (stereo not given) | u |
| Nc1[nH]c(C(=O)c2ccc(Br)cc2)c(-c2ccc(Br)cc2)c1C(=O)NCc1ccc(-c2ccccc2)cc1 | -14.9% |

The list continues.
SMILES | 12-LOX inh
CSc1cccc(N=Cc2ccc(-c3ccccc3Cl)o2)c1 | u
Cc1nc2c(c(-c3ccc(O)cc3)n1)CN(Cc1ccccn1)CCC2 | 57.8%[activator]
C=CCNc1ncnc2c1ncn2[C@H]1CN(C2CCCC2)C[C@@H](CO)O1 | -21.2%
OC(c1ccccc1)c1nc(-c2ccccc2)cs1 (stereo not given) | 9.4%
CCOC(=O)C1(C)CCCN(C(=O)c2ccc3c(c2)OCO3)C1 (stereo not given) | -4.4%
O=C1NCCCCCCN(C(=O)c2ccsc2)[C@H]2CCCC[C@@H]12 | 11.6%
Cc1cc(=O)n(CC(=O)Nc2cccc(F)c2)c(N(C)Cc2ccccc2)n1 | -2.4%
COCCNC(=O)c1cc(C2CC2)nc2c1c(C1CCNC1)nn2C (stereo not given) | u
